DT40 TDP1 no CPT: qHTS for Inhibitors of human tyrosyl-DNA phosphodiesterase 1 (TDP1): qHTS in cells in absence of CPT | DT40 Tdp1-/- hTDP1 cells, no CPT, ATP luminescence, 48 h | Potency, µM (titrated, usually from 46.2 µM), for the others: at the top dose activity change, negative = growth inhibition, usual class: inhibitors | hit rate 15% among 420,000 | AID 686978, 2013; further: nearly all actives have a fitted effect of over 55% in size
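A cellular qHTS used chicken DT40 cells lacking endogenous Tdp1 but carrying stably transfected human TDP1. Compounds were applied without camptothecin, and cell growth kinetics were judged by ATP-dependent luminescence after ≥48 hr.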
DT40 TDP1 CPT: DT40-hTDP1 cell growth loss with CPT | hit rate 12% among 420,000 | Potency, µM (highest dose often 46.2 µM), for inactives: top-dose activity change, negative = growth inhibition, usual class: inhibitors | chicken DT40 Tdp1-/-;hTDP1 cells + 20 nM CPT, ATP luminescence, 48 h; further: nearly all actives have a fitted effect of over 55% in size
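Chicken DT40 Tdp1-/- cells stably complemented with human TDP1 were seeded at 400 cells/well in medium containing 20 nM camptothecin, exposed to pin-transferred compounds, and grown at 37 °C for at least 48 hr. Viability was read as ATP luminescence.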
TDP1 inh: inhibitors of human tyrosyl-DNA phosphodiesterase TDP1 | recombinant TDP1, AlphaScreen DNA substrate cleavage | hit rate 0.28% among 350,000 | AID 485290 | Potency, µM (titrated, usually from 130 µM), without a hit: at the highest dose activity change, negative = inhibition, usual class: inhibitors; further: nearly all actives have a fitted effect of over 40% in size
Target sequence (Q9NUW8 whole entry, looked up): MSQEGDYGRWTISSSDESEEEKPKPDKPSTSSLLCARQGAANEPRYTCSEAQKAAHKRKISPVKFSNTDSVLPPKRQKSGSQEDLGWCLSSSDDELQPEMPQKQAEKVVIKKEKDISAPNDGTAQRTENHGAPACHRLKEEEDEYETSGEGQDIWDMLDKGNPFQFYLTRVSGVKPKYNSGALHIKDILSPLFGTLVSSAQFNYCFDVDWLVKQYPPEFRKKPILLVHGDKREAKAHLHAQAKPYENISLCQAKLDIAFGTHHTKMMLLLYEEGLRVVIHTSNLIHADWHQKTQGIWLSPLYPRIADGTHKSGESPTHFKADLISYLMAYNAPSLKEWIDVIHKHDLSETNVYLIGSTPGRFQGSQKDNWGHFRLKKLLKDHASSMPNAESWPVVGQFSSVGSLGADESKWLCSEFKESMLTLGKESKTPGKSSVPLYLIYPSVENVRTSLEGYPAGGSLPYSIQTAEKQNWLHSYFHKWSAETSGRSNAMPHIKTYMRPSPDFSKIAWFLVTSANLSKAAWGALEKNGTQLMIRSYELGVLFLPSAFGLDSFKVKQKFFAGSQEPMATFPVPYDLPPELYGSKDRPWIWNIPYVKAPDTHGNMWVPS
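Steps: enzyme plus compound, 15 min RT; add biotin/phosphotyrosine-FITC oligonucleotide (15 nM final), react 5 min; add donor/acceptor beads (10 ug/ml final), 10 min; read AlphaScreen. Tdp1 at 1 nM final.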
Numbers without * were called inactive; ? = inconclusive; / = no result given. The call rests on the fitted dose curve; in most records, active means well fitted curve in the direction sought with a large enough effect; inconclusive means small, poorly fitted or top-dose-only effect, or another doubt; inactive means no such curve, though single readings can be large; an effect the other way counts as inactive or inconclusive. On the % scale 0 is the no-effect control and ±100 the full control effect; potency means the concentration at half of the fitted maximal effect.

| molecule | DT40 TDP1 CPT | DT40 TDP1 no CPT | TDP1 inh |
| --- | --- | --- | --- |
| COc1ccccc1CCC(=O)Nc1ccc2c(c1)c(=O)n(C)n2C | ? | -18% | / |
| O=C(COc1ccccc1[N+](=O)[O-])NNC(=O)Nc1cccc2ccccc12 | ? | ? | 7% |
| O=C(Cc1ccc(F)cc1)OCN1C(=O)c2ccccc2C1=O | -12% | 1% | 4% |
| O=C(CCNS(=O)(=O)c1ccc(Br)cc1)NCc1ccc2c(c1)OCO2 | ? | ? | 5% |
| CC1CCCN(S(=O)(=O)c2ccc(C(=O)Nc3nnc(-c4ccccn4)o3)cc2)C1 (centres undefined) | ? | 21µM* | 10% |
| CCCCn1c(=O)[nH]c(=O)c2c1nc(-c1ccc(-c3ccccc3Br)o1)n2CCOC | ? | ? | -2% |
| Cc1cc(NC(=O)CCS(=O)(=O)c2cc3c4c(c2)CCN4C(=O)CC3)ccc1Br | 1% | -1% | 3% |
| Cc1cc(C)n(/N=C/c2cc([N+](=O)[O-])ccc2O)c(=O)c1 | ? | ? | 3% |
| CC/C(=N\NC(=O)c1ccc(N(C)C)cc1)c1ccccc1 | 15% | 5% | 5% |
| Cc1ccc(C(=O)Nc2cccnc2)cc1[N+](=O)[O-] | -14% | 4% | 3% |
| Cc1ccc(Cl)cc1N1CCN(CCCNC(=O)c2nnc(Cc3cccc(Cl)c3)o2)CC1 | 21µM* | 10µM* | 8% |
| Cc1ccc(Nc2cc(C)nc3ncnn23)c(C)c1 | 1% | -15% | / |
| CC(C)=C1C2C=CC1C1C(=O)N(c3ccc4c(c3)OCO4)C(=O)C21 (centres undefined) | ? | 21µM* | 5% |
| COC(=O)c1ccc(Cl)cc1NC(=O)Nc1nnc(N(C)C2CCCCC2)s1 | -5% | -21% | 9% |
| Cc1ccc(NC(=O)Nc2cn(CC(C)C)c(=O)c3ccccc23)cc1N(C)C | 21µM* | 23µM* | 6% |
| COc1ccc(C(NC(=O)C2CCN(CCCc3ccccc3)CC2)c2ccccn2)cc1 (centres undefined) | 1% | -5% | / |
| Cc1sc2ncn(/N=C/c3ccco3)c(=O)c2c1C | 9% | -8% | 2% |
| Cc1ccc(S(=O)(=O)N2CCOCC2)cc1NC(=O)CSc1cccc[n+]1[O-] | 8% | 1% | 3% |
| N#C/C(=N\Nc1ccc(Br)cc1)C(=N)N1CCOCC1 | -19% | 9% | 9% |
| O=C(CCS(=O)(=O)c1cccc2nsnc12)NC1CCCCC1 | 4% | 2% | 4% |
| CCn1c(=O)c2c(n3c(=S)[nH]nc13)-c1ccccc1CC21CCCCC1 | -7% | -25% | 5% |
| COC(=O)c1cnn(-c2ccc(C(=O)Nc3cccc(C(C)=O)c3)cc2)c1N | 2% | 5% | / |
| O=C(CSc1ccc(-c2cccnc2)nn1)Nc1ccccc1F | ? | -22% | 2% |
| CCN(CCCNC(=O)c1nn(-c2ccc(OC)c(Cl)c2)c(=O)c2c1c1ccccc1n2C)c1ccccc1 | -8% | -9% | -9% |
| COC(=O)c1cccc(NC(=S)NCc2ccc(F)cc2)c1 | -5% | ? | -3% |
| Cc1ccc2nc(Nc3ccc(F)cc3)c3nncn3c2c1 | -17% | 7% | / |
| N/C(=N\O)c1ccc([N+](=O)[O-])s1 | ? | ? | 0% |
| COc1ccc(O)c(/C=N/Nc2nc(C)cc(-c3ccccc3)n2)c1 | ? | ? | / |
| COc1ccc(C(=O)c2cn(Cc3ccc(F)cc3)c3c(F)cc(F)cc3c2=O)cc1 | ? | 23µM* | 6% |
| CCOC(=O)C1CCN(C(=O)/C=C/c2cccs2)CC1 | 7% | -17% | 1% |
| COc1ccc(/C=C/c2ccccn2)cc1OC | ? | 13µM* | / |
| O=C1CC(N2CCC(c3nc4ccccc4o3)CC2)C(=O)N1 (centres undefined) | 3% | -3% | 6% |
| COc1ccc(CCNC(=O)CCS(=O)(=O)c2cccc3nsnc23)cc1OC | -27% | -7% | 3% |
| Cc1cccc(Nc2nc(NC(C)C)nc(Oc3ccc(=O)n(C)n3)n2)c1 | -1% | -22% | 0% |
| CCCNC(=S)N1CCC(NC(=O)Nc2ccc(C)cc2)CC1 | -1% | -9% | 0% |
| O=C(NCc1ccccc1)c1ccc2nc(N3CCOCC3)sc2c1 | -1% | -22% | / |
| CSc1ccc(CCNC(=O)CN2C(=O)c3cccnc3Oc3ccc(Cl)cc32)cc1 | ? | ? | 5% |
| CN1CCN(C(=S)NC(=O)c2ccc(Br)cc2)CC1 | ? | 5.2µM* | / |
| COc1ccccc1C1OCC(C)([N+](=O)[O-])CO1 (centres undefined) | 25% | ? | / |
| Cc1c(Cl)cccc1-n1cnc(=O)c2ccccc21 | 0% | -12% | / |
| Cc1nnc(SCCn2c(N3CCCC(C)C3)nc3c2c(=O)[nH]c(=O)n3C)s1 (centres undefined) | -23% | -14% | 0% |
| Cc1ccc(NC(=O)c2ccc(=O)[nH]c2)cc1S(=O)(=O)N1CCCCC1 | -21% | -13% | 4% |
| CCC1CC(C)(C(=O)Nc2ccc(S(N)(=O)=O)cc2)OC1=O (centres undefined) | -10% | -4% | 7% |
| CSC1=NC(=O)/C(=C\c2cccc3ccccc23)S1 | -26% | -18% | 3% |
| Cc1ccc(-n2nc3c(=O)n(CCCC(=O)NCc4cccc(F)c4)nc(C)c3c2C)cc1 | ? | 15µM* | 4% |
| Cc1nc2ccc(C(=O)N/N=C/c3cc([N+](=O)[O-])ccc3O)cc2[nH]1 | 1% | 9% | 5% |
| Cc1cccc(-c2noc(CNC(=O)c3ccc(C)cc3C)n2)c1 | -20% | -27% | 5% |
| CCc1cc(=O)oc2c(C)c(OC(C)C(=O)NCC3CCC(C(=O)O)CC3)ccc12 (centres undefined) | 0% | 1% | / |
| Cc1cc(C2C(C#N)=C(N)OC3=C2C(=O)CCC3)c(C)s1 (centres undefined) | -18% | -7% | 2% |
| O=C(NN1C(=O)c2ccccc2NC1c1ccc([N+](=O)[O-])o1)c1ccc(Br)cc1 (centres undefined) | ? | -11% | 6% |
| CC(C)(C)OC(=O)N1CCC[C@H]1c1nnc(SCc2cccc(Cl)c2)o1 | -1% | -29% | -6% |
| COc1ccc(-c2ccc(CCC(=O)O)n2Cc2ccco2)cc1 | -7% | -5% | 3% |
| Cc1ccc(OCC(=O)NNC(=O)c2ccco2)c(C)c1 | -18% | 16% | 3% |
| Cc1oc(-c2ccccc2Cl)nc1CSc1nncn2c1cc1occc12 | ? | ? | 8% |
| CCc1nnc(NC(=O)CSc2nnc3nc(C)cc(C)n23)s1 | -7% | 0% | / |
| CN(C)C(=O)CSc1n[nH]c(=O)[nH]c1=O | 11% | 19% | 3% |
| CCN(CC)Cc1c(O)ccc2c(=O)c(-c3ccccc3OC)coc12 | 0% | -5% | / |
| COc1cccc(Nc2ncc3nc(-c4ccc(F)cc4)c(=O)n(C)c3n2)c1 | 9% | 14% | / |
| Clc1ccccc1Nc1ncnc2c1nnn2Cc1ccccc1 | -16% | -12% | -6% |
| CCOC(=O)C(C)Oc1cccc2c(=O)n(CC(=O)Nc3ccc(OCC)cc3)ccc12 (centres undefined) | ? | ? | -3% |

The results go on:
| molecule | DT40 TDP1 CPT | DT40 TDP1 no CPT | TDP1 inh |
| --- | --- | --- | --- |
| O=C(/C=C/c1ccc(OCCCF)cc1)NCc1ccc(Cl)c(Cl)c1 | -9% | ? | 6% |
| Cc1cccc(N(C(=O)c2csnn2)C(C(=O)NCc2ccccc2)c2ccc(C)o2)c1 (centres undefined) | -1% | ? | 3% |
| Cc1nc(-c2ccccc2)c(Cc2ccccc2O)c(=O)[nH]1 | 5.8µM* | 5.2µM* | / |
| Cc1oc2c(CN3CCC(C)CC3)c(O)ccc2c(=O)c1-c1ccccc1 | 3% | 2% | / |
| Cc1ccc(S(=O)(=O)Nc2ccccc2N=Cc2c(F)c(F)c(F)c(F)c2F)cc1 | ? | ? | / |
| COc1cccc(NS(=O)(=O)c2cc3c4c(c2)C(C)C(=O)N4CCC3)c1 (centres undefined) | ? | ? | 0% |
| O=[N+]([O-])c1cc(C(F)(F)F)ccc1N1CCN(CCO)CC1 | -2% | -14% | -1% |
| CCOC(=O)C1CCN(C(=O)Nc2ccc(Cl)cc2Cl)CC1 | ? | 13% | 0% |
| CCOc1ccc(CN(Cc2ccco2)S(=O)(=O)c2ccc(-n3cnnn3)c(OC)c2)cc1 | ? | 16µM* | -5% |
| O=C(O)CSc1ccccn1 | -3% | -3% | -2% |
| COCCN(Cc1ccccc1)C(=O)c1cccc(S(=O)(=O)N2CCN(Cc3ccccc3)CC2)c1 | ? | 18µM* | / |
| O=C(c1ccc(NC(=S)NCc2ccco2)cc1)N1CCCCC1 | -8% | 1% | 5% |
| Cc1nc2c(o1)CCc1ccccc1C2O (centres undefined) | -29% | -5% | 0% |
| Cc1ccc(S(=O)(=O)Oc2cccc([N+](=O)[O-])c2)cc1 | 10µM* | ? | / |
| Cc1c([C@@H]2C[C@H]3CN(Cc4cccc(Cl)c4)C(=O)[C@]34CCCN24)cnn1C | ? | ? | 6% |
| CC(=O)Nc1ccc(N2CCN(Cc3ccccc3F)CC2)cc1 | -10% | -16% | 2% |
| Cc1ccnc(NC2(C(F)(F)F)N=C3SCCN3C2=O)c1 (centres undefined) | 1% | 5% | 0% |
| CC/C(Cc1ccccc1)=N/NC(=O)CCn1nnc2ccccc21 | 14% | 0% | 6% |
| CC(C(=O)N1CCc2ccccc21)N1CCN(S(=O)(=O)c2ccc3c(c2)OCCCO3)CC1 (centres undefined) | ? | ? | / |
| CC(=O)Nc1cc(-c2ccccc2)cn2c(-c3ccc(F)cc3)cnc12 | ? | ? | / |
| Clc1ccc2c(NCc3ccccn3)ncnc2c1 | ? | ? | 9% |

Of the compounds above, these contain an aryl methoxy group:
| molecule | DT40 TDP1 CPT | DT40 TDP1 no CPT | TDP1 inh |
| --- | --- | --- | --- |
| COc1ccccc1CCC(=O)Nc1ccc2c(c1)c(=O)n(C)n2C | ? | -18% | / |
| COc1ccc(C(NC(=O)C2CCN(CCCc3ccccc3)CC2)c2ccccn2)cc1 (centres undefined) | 1% | -5% | / |
| CCN(CCCNC(=O)c1nn(-c2ccc(OC)c(Cl)c2)c(=O)c2c1c1ccccc1n2C)c1ccccc1 | -8% | -9% | -9% |
| COc1ccc(O)c(/C=N/Nc2nc(C)cc(-c3ccccc3)n2)c1 | ? | ? | / |
| COc1ccc(C(=O)c2cn(Cc3ccc(F)cc3)c3c(F)cc(F)cc3c2=O)cc1 | ? | 23µM* | 6% |
| COc1ccc(/C=C/c2ccccn2)cc1OC | ? | 13µM* | / |
| COc1ccc(CCNC(=O)CCS(=O)(=O)c2cccc3nsnc23)cc1OC | -27% | -7% | 3% |
| COc1ccccc1C1OCC(C)([N+](=O)[O-])CO1 (centres undefined) | 25% | ? | / |
| COc1ccc(-c2ccc(CCC(=O)O)n2Cc2ccco2)cc1 | -7% | -5% | 3% |
| CCN(CC)Cc1c(O)ccc2c(=O)c(-c3ccccc3OC)coc12 | 0% | -5% | / |
| COc1cccc(Nc2ncc3nc(-c4ccc(F)cc4)c(=O)n(C)c3n2)c1 | 9% | 14% | / |
| COc1cccc(NS(=O)(=O)c2cc3c4c(c2)C(C)C(=O)N4CCC3)c1 (centres undefined) | ? | ? | 0% |
| CCOc1ccc(CN(Cc2ccco2)S(=O)(=O)c2ccc(-n3cnnn3)c(OC)c2)cc1 | ? | 16µM* | -5% |

Screening data from PubChem BioAssay.
